PRMT1 inh – PRMT1 methyltransferase inhibitors, primary screen, biochemical, fluorescence polarization | Protein arginine N-methyltransferase 1 (Homo sapiens), Q99873 | recombinant PRMT1, activity-based probe fluorescence polarization | inhibition, % at 2.79 µM | 370,000 compounds, 1.3% hits | AID 652257, 2013;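 active = inhibition above about 21% made by adding two undisclosed values, limit read from the data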
SIAE primary – human SIAE inhibitors, primary screen, biochemical, fluorescence polarization, FP-Rh probe, 1536-well HTS; SIAE FP-Rh probe binding; AID 1053197, 2014; Sialate O-acetylesterase (Homo sapiens), Q9HAT2; inhibition, % at 9.66 µM; 370,000 compounds, 0.69% hits;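 active = inhibition above a cutoff: mean of compounds within the control limits plus 3 SD of those, cut at about 17% in these data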;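 note: 0% = plate median of compound wells and 100% = probe without SIAE protein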
PG9 binder – binders of HIV-1 gp120 antibody PG9, primary screen, biochemical, TR-FRET; HIV-1 gp120 / PG9 antibody interaction; TR-FRET gp120-PG9 antibody binding; inhibition, % at 6.7 µM; 360,000 compounds, 0.43% hits; AID 624416, 2012; in the data active = inhibition above about 8.5%
TDP2 inh – human TDP2 enzyme inhibitors, primary screen, biochemical, epi absorbance, recombinant enzyme; Tyrosyl-DNA phosphodiesterase 2 (Homo sapiens), O95551; T5PNP hydrolysis, p-nitrophenol absorbance 415 nm; inhibition, % at 12.8 µM; 370,000 compounds, 0.34% hits; AID 720702, 2013;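 active = inhibition above the mean of all tested compounds plus 3 SD, set per campaign, cut at about 25% in these data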;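 note: 0% = DMSO with enzyme and 100% = buffer with substrate but no TDP2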
Target sequence (O95551 whole entry, looked up): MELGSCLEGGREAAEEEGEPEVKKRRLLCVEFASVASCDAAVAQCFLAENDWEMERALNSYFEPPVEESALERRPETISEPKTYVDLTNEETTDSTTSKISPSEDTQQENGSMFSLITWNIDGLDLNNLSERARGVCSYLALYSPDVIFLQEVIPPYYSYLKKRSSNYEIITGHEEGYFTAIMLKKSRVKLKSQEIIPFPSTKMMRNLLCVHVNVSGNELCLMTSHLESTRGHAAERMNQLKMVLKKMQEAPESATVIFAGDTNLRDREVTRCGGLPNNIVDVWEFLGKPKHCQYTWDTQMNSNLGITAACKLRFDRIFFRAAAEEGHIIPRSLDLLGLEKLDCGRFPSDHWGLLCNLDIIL
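System: recombinant human TDP2 / Amount: 120 nM TDP2 per well / Also added: 5 mM T5PNP chromogenic substrate / Doses: 12.8 µM single point, 1% DMSO / Incubation: 2 h at 37 °C / Detection: p-Nitrophenol epi absorbance / Evaluation: % inhibition relative to enzyme-containing and enzyme-free wells / Repeats: singlicate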
rCAG RNA binder – binders of r(CAG) RNA repeats, primary screen, biochemical, fluorescence. r(CAG) RNA repeat, TO-PRO-1 dye displacement fluorescence. inhibition, % at 3 µM. 370,000 compounds, 1.3% hits. AID 651821, 2012;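 active = inhibition above the plate cutoff, the mean of all test compounds on that plate plus 3 SD, cut at about 35% in these data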;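 note: 0% = DMSO alone and 100% = 100 µM mitoxantrone as full dye displacement; higher means more dye released from RNA so lower well fluorescence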
TCR-CD3 inh – inhibitors of human TCR-CD3 interaction, primary screen, biochemical, fluorescence, TAMRA-labeled TCR probe | T-cell receptor (TCR) | inhibition, % at 9.4 µM | 360,000 compounds, 0.37% hits; in the data active = inhibition above about 19%;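 note: recombinant mutant TCR 2C K166C tagged with TAMRA read by polarization; 0% = receptor in buffer alone and 100% = receptor with positive control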
NR1D1 modulator – modulators of Rev-erb alpha DNA binding, primary screen, biochemical, FITC-DNA, fluorescence polarization, uHTS; Nuclear receptor subfamily 1 group D member 1 (Homo sapiens), P20393; Rev-erbα–FITC-DNA binding, 90 min; activity, % at 10 µM; 370,000 compounds, 0.79% hits;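 active = activity above about 14%, limit read from the data; passing the limit was not always enough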;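 note: 0% = DMSO wells with 35 nM protein and 100% = DMSO wells with 750 nM protein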
Target sequence (P20393 whole entry, looked up): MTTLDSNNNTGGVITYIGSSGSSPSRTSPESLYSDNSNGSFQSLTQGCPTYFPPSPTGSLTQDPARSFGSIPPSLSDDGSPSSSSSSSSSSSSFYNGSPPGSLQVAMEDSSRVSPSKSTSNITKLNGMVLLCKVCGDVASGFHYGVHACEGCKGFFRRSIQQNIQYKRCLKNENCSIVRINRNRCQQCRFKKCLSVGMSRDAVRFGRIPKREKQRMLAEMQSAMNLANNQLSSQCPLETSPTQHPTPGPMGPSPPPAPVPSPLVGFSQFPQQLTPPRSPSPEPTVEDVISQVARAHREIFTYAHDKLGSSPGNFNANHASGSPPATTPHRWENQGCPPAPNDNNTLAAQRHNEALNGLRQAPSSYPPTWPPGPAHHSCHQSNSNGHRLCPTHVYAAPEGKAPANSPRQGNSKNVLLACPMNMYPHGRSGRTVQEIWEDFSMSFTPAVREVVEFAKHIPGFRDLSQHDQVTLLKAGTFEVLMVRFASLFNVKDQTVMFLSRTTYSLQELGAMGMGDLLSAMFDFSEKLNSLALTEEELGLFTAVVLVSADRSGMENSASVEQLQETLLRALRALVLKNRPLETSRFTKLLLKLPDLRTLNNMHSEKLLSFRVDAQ
HTRA1 inhibitor – HTRA1 serine protease inhibitors, primary screen, biochemical, fluorescence polarization, HTS; Q92743; recombinant HTRA1, FP-rhodamine activity-based probe; inhibition, % at 5.96 µM; 340,000 compounds, 0.5% hits; in the data active = inhibition above about 36%;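 note: 0% = enzyme with DMSO and 100% = wells lacking enzyme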
LEDGF integ inh – blockers of LEDGF/p75-dependent integrase strand transfer – biochemical, TR-FRET, high throughput, primary screen | AID 743269, 2014 | inhibition, % at 3.7 µM | TR-FRET IN-LEDGF/p75 DNA integration, Eu/Cy5 | HIV-1 integrase (with human LEDGF/p75) | 370,000 compounds, 0.64% hits;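 active = inhibition above the screen-wide mean plus 3 SD, cut at about 13% in these data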;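 note: signal is the Cy5 over europium emission ratio at 671 and 618 nm; 0% = plate median of compound wells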
ABHD4 inh – ABHD4 inhibitors, primary screen, biochemical, fluorescence polarization, mouse; purified mABHD4, FP-Rh probe fluorescence polarization; inhibition, % at 8.92 µM; 370,000 compounds, 0.54% hits; AID 720543, 2013;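 active = inhibition exceeding the mean over every tested compound plus 3 SD, cut at about 30% in these data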;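 note: 0% = plate median of compound wells and 100% = S159A mutant with DMSO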
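Doses – 8.92 µM, single dose · Material – wild-type mouse ABHD4 protein · Replication – single well per compound (singlicate) · Measure – percent inhibition of probe binding, normalized to plate controls · Schedule – 45 min compound pre-incubation plus 60 min probe step, 25 °C · Detection – fluorescence polarization with parallel and perpendicular emission, 525/598 nm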
An asterisk follows results filed as active; . = not tested or not shown.

Start of the data: the first 2 compounds, to show the layout:
SMILES | PRMT1 inh | SIAE primary | PG9 binder | TDP2 inh | rCAG RNA binder | TCR-CD3 inh | NR1D1 modulator | HTRA1 inhibitor | LEDGF integ inh | ABHD4 inh
Cc1ccc(CNC(=O)c2ccc3c(c2)S(=O)(=O)c2ccccc2C3=O)cc1 | 1 | -3 | -0.5 | -14 | 5 | 3 | -3 | -10 | 2 | -5
Cn1c(N)c(C(=O)CSc2nnc(-c3ccccc3F)n2N)c(=O)n(C)c1=O | -2 | -7 | -2.1 | -5 | 1 | 1 | 5 | 1 | 3 | -3

All compounds of this part (from the top)
SMILES | PRMT1 inh | SIAE primary | PG9 binder | TDP2 inh | rCAG RNA binder | TCR-CD3 inh | NR1D1 modulator | HTRA1 inhibitor | LEDGF integ inh | ABHD4 inh
Cc1ccc(CNC(=O)c2ccc3c(c2)S(=O)(=O)c2ccccc2C3=O)cc1 | 1 | -3 | -0.5 | -14 | 5 | 3 | -3 | -10 | 2 | -5
Cn1c(N)c(C(=O)CSc2nnc(-c3ccccc3F)n2N)c(=O)n(C)c1=O | -2 | -7 | -2.1 | -5 | 1 | 1 | 5 | 1 | 3 | -3
Cc1ccsc1/C=N/NC(=O)c1ccc2nc[nH]c2c1 | -4 | 4 | -2.3 | 2 | 0 | 1 | 6 | 6 | 5 | 7
CN(C(=O)c1ccc(NC(=O)Cc2cccc(NC(=O)C3CCN(C(=O)C4CCC4)CC3)c2)cc1)C1CCCC1 | -2 | 5 | 1.3 | -5 | 0 | -4 | 6 | -10 | 0 | 0
O=C(NCCCN1CCOCC1)c1cccc(NS(=O)(=O)c2ccc(Br)cc2)c1 | -4 | -3 | -0.1 | 0 | 3 | -4 | 5 | 4 | -1 | -1
COCCn1cnc2c(c1=O)c1nc3ccccc3nc1n2/N=C/c1ccco1 | 5 | -2 | 0.4 | -9 | 2 | -2 | 3 | -6 | -3 | 6
CSCC[C@H](NC(=O)[C@@H]1Cc2c([nH]c3ccccc23)C2c3ccccc3C(=O)N21)C(=O)NCC1CCCO1 (some centres not stated) | -6 | 7 | -1.0 | 5 | -1 | 8 | 4 | 6 | 3 | 4
O=C(NCCCn1cccn1)C1CCC(=O)N(Cc2ccccc2F)C1 (configuration not stated) | 0 | 1 | -0.1 | -5 | 1 | 2 | -1 | -3 | 5 | 4
CCOC(=O)C1(COCc2ccccc2)CCCCC1=O (configuration not stated) | 0 | 0 | 0.7 | 4 | -1 | 3 | 1 | 2 | 4 | 6
CNc1ccc(/C=C2\CSc3ccccc3C2=O)cc1[N+](=O)[O-] | -4 | -4 | -0.8 | 18 | -1 | 8 | 7 | 5 | 1 | 0
CCC1(C)OC(=O)N2CCc3c(C)[nH]c4c(C)ccc(c34)C21C (configuration not stated) | 3 | 7 | -0.3 | -2 | 2 | -3 | -2 | -5 | 0 | 5
COC(=O)C1=NN(C(=O)c2ccccc2)C(C)(O)C1 (configuration not stated) | -3 | 6 | -0.8 | 4 | -1 | 8 | 1 | 4 | 0 | 4

Individual results from the list:
TDP2 inh result of COC(=O)C1=NN(C(=O)c2ccccc2)C(C)(O)C1 (configuration not stated) reads 4
SIAE primary result of O=C(NCCCN1CCOCC1)c1cccc(NS(=O)(=O)c2ccc(Br)cc2)c1 reads -3
LEDGF integ inh result of CSCC[C@H](NC(=O)[C@@H]1Cc2c([nH]c3ccccc23)C2c3ccccc3C(=O)N21)C(=O)NCC1CCCO1 (some centres not stated) reads 3

Going on with the list:
SMILES | PRMT1 inh | SIAE primary | PG9 binder | TDP2 inh | rCAG RNA binder | TCR-CD3 inh | NR1D1 modulator | HTRA1 inhibitor | LEDGF integ inh | ABHD4 inh
CCNC(=O)C1(C)CCCN(C(=O)c2cc3ccccc3s2)C1 (configuration not stated) | -1 | -6 | 0.7 | -8 | 1 | 5 | 6 | . | -1 | 5
NC(CCc1ccccc1)c1csc(Nc2ccc(C(=O)NCCCO)cn2)n1 (configuration not stated) | -3 | 3 | -1.8 | -8 | 10 | -4 | -6 | . | -5 | 5
CCOc1ccc(NC(=S)NCCCn2ccnc2)cc1 | 2 | 4 | 1.9 | -2 | -3 | -5 | 0 | 7 | -2 | 5
Cc1ccc(S(=O)(=O)N(c2nc(N(C)C)nc(N(C)C)n2)n2cnnc2)cc1 | -1 | -4 | 1.6 | -10 | -6 | -4 | 1 | 3 | 0 | 7
COC(=O)c1c(-c2ccc(C)cc2)csc1NC(=O)c1c(-c2ccccc2)noc1C | -2 | -7 | -1.4 | 5 | 6 | 5 | 19 | . | 0 | -9
COc1ccc(C=C(C(=O)c2ccccc2)c2ccccc2)cc1 | -3 | -3 | 0.5 | -3 | 2 | -1 | 1 | . | 5 | -6
Cc1ccc(Oc2ccc(OCC(=O)NC(CC(C)C)C(=O)O)cc2)cc1 (configuration not stated) | 0 | -3 | 1.6 | 13 | 20 | 7 | 9 | -6 | 2 | -3
Cc1cc(NC(=O)CSc2nnc(-c3ccncc3)n2-c2ccc(F)cc2)no1 | 1 | 3 | 0.6 | 3 | -2 | 1 | 2 | 2 | -1 | 3
Cc1ccc(OCCC(=O)OCC(=O)Nc2ccc(F)cc2)cc1 | -6 | -3 | -0.4 | -15 | 1 | 5 | 8 | 2 | 3 | -8
Cc1ccc(NC(=O)C2CCCN2S(=O)(=O)c2ccc3c(c2)n(C)c(=O)c(=O)n3C)c(C)c1 (configuration not stated) | 1 | 2 | 0.0 | 5 | -2 | 3 | -4 | -1 | 0 | 0
CCOc1ccc(C2C3=C(CC(C)(C)CC3=O)N(CCCOC)C3=C2C(=O)CC(C)(C)C3)cc1OC | 1 | 0 | -0.8 | 8 | 0 | -4 | 3 | 0 | -2 | 1
O=C(CSc1nnc(-c2ccco2)o1)N1CCN(c2ccccc2)CC1 | 3 | -2 | -2.1 | 0 | -2 | -2 | 4 | 4 | -11 | -4
CCC(CC)C(=O)OCC(=O)Nc1cc(OC)c([N+](=O)[O-])cc1C | -5 | 4 | 0.8 | 2 | -4 | -8 | -2 | 1 | 3 | 1
O=[N+]([O-])c1ccc(CNc2ccc(F)cc2)s1 | 4 | 5 | -1.9 | 14 | 1 | -5 | 1 | 3 | -3 | 6
CCc1cccc(OCCCCN(CC)CC)c1 | 1 | 2 | -0.1 | -7 | 4 | 9 | -4 | 6 | 1 | 2
C=CCNc1nc2ccccc2nc1NS(=O)(=O)c1ccc(OC)cc1 | 2 | 4 | 1.1 | 10 | 13 | -4 | -8 | 3 | -3 | -5
CC1(C)CC(=Cc2ccccc2[N+](=O)[O-])C(=O)c2ccccc21 | -2 | 9 | -1.1 | -11 | -1 | 6 | -2 | -16 | -1 | -1
COc1ccccc1-c1coc2c(CN3CCOCC3)c(O)ccc2c1=O | -2 | 4 | -1.5 | -24 | 4 | -1 | -2 | 0 | 3 | -7
Cc1cc(/C=C(/C#N)c2nc3ccccc3[nH]2)c(C)n1-c1cc(C(=O)O)cc(C(=O)O)c1 | 16 | -10 | -13 | 4 | 17 | 0 | -2 | 5 | 13 | 20
O=C(c1ccc(CS(=O)c2ccccc2Cl)o1)N1CCN(C2CCCCC2)CC1 (configuration not stated) | -1 | -1 | -2.6 | -6 | -3 | -4 | 1 | 8 | 6 | -5
CCc1noc(C)c1C(=O)N(C)CC(=O)Nc1cccc(OC)c1 | -3 | -5 | -2.5 | -9 | 0 | 8 | -4 | 8 | 3 | -3
CCN1C(=O)N(CC)C(O)(c2ccccc2)C1(O)c1ccccc1 (configuration not stated) | 0 | -2 | -1.4 | -4 | 5 | -3 | 0 | -3 | 1 | -3
CC(/C=N/NC(=O)c1ccncc1)=C\c1ccco1 | 4 | -1 | -6.2 | -2 | 4 | 2 | 2 | 3 | -7 | 3
NC(=O)NOCc1ncc(C(F)(F)F)cc1Cl | 0 | -2 | 0.0 | 4 | 2 | -5 | 6 | -4 | 2 | 5
O=C(CSc1ccc2ccccc2c1)Nc1ccncc1 | 4 | -6 | 1.0 | -2 | -1 | -4 | -2 | -5 | 1 | -7
CC(C)N(C=O)C1(C(=O)NC2CCCCC2)CCCCC1 | 2 | -6 | -1.2 | -10 | -1 | -2 | -2 | 2 | -2 | -3
O=C(Cc1nnc(NC(=O)Nc2ccccc2)s1)NCc1ccccc1 | -1 | 1 | 0.1 | 10 | 25 | 0 | 3 | -8 | -2 | 1
CC(C)CNc1oc(-c2ccco2)nc1C#N | -2 | 8 | -1.0 | 4 | 1 | -6 | 4 | -1 | 2 | -4
Cc1ccc(C(=O)Nc2ccc(N3CCOCC3)nc2)cc1 | -4 | -2 | -0.5 | 1 | -3 | 4 | -9 | -1 | 0 | 4
Cc1ccc(C(=O)CCC(=O)N2CCN(c3ccc(F)cc3)CC2)cc1 | -2 | -1 | -0.8 | 0 | 0 | 5 | 0 | 0 | 5 | 1
CCN1CCN(CC(O)COC(C)C)CC1 (configuration not stated) | 2 | 5 | -1.1 | 2 | 1 | -1 | -4 | -5 | -2 | -2
COc1ccc2c(c1)CCCN2C(=O)C1CCCN(S(=O)(=O)c2ccc(C)c(C)c2)C1 (configuration not stated) | 0 | 1 | . | 4 | 5 | . | -2 | . | -2 | -1
Cc1cc(C)nc(N/N=C2/CCCC/C2=C\c2ccccc2)n1 | -4 | 5 | -1.3 | 2 | 0 | 2 | -1 | -8 | 4 | 0
CSc1nc(NCC(C)C)nc(N2CCOCC2)n1 | 3 | -9 | 0.7 | -5 | -8 | -6 | -3 | -2 | -1 | 4
CCCCCCCC(=O)Oc1ccc(C(=O)Nc2cc(C)on2)cc1 | -2 | 1 | 0.7 | 12 | 0 | -1 | -4 | -6 | 1 | 0
CC(=O)c1ccc(N2CCN(S(=O)(=O)c3ccc4ccccc4c3)CC2)cc1 | -1 | -7 | 1.3 | 3 | 3 | 0 | -4 | -4 | -5 | 2
O=C(NCCCN1CCCC1=O)C1CCN(S(=O)(=O)c2c(Cl)cccc2Cl)CC1 | 1 | -19 | -0.9 | 5 | -1 | 0 | -1 | 2 | 3 | -2
CN(C)CCCOC(=O)c1ccccc1Cl | -2 | -3 | 0.9 | 3 | -1 | 1 | 0 | -3 | 2 | 7
O=C(c1ccc2oc(Cc3ccc(Cl)cc3)nc2c1)N1CCCCC1CCO (configuration not stated) | 2 | 0 | -1.1 | -10 | -5 | -1 | -4 | -4 | 1 | -3
Cc1ccc(-c2ccc(SCC(=O)NCC3CCCO3)nn2)cc1 (configuration not stated) | 3 | 0 | -1.4 | -7 | -4 | -9 | -4 | 2 | -3 | 0
CCOC(=O)Cn1c2c(c(=N)c3c1CCC3)CCCC2 | 1 | 2 | -3.6 | 7 | 1 | 2 | 2 | -2 | -2 | 0

Screens (PubChem)

The list is partial; the hit share may differ from the screen's.
